bIAP act: intestinal alkaline phosphatase (bovine) activation. purified bovine IAP, CDP-star luminescence, 30 min; active compounds read high; fold of DMSO-control signal, blank-subtracted. activation factor at 20 µM. hit rate 0.17% among 200,000;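 active = activation factor of 2 or more at 20 µM, a signal rise over negative controls twice the positive control's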
PMI act satM6P: PMI (human) activation, high substrate | P34949 | coupled PMI enzyme assay, resazurin fluorescence, 20 min; active compounds read high; 1 = untreated enzyme, 0 = substrate-free blank | activation factor at 20 µM | hit rate 0.34% among 190,000;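 active = activation factor of 2 or more at 20 µM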
Target sequence (P34949 whole entry, looked up): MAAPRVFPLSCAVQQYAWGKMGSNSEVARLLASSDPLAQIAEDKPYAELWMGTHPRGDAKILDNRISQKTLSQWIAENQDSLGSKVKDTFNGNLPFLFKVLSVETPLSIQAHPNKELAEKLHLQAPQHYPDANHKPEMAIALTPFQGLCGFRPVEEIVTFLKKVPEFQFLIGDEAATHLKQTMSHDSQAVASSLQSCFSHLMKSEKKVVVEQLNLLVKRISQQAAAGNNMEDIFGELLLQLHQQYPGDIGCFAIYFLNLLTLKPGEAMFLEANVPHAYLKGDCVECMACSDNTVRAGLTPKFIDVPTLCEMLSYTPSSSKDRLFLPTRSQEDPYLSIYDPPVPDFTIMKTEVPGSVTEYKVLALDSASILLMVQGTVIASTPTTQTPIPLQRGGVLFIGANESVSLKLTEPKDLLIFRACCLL
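test system = human PMI in coupled enzyme assay | medium = HEPES-buffered pH 7.4 with magnesium and detergent | also added = 1.0 mM mannose-6-phosphate substrate with 0.22 mM NADP+ | compound = 20 µM single dose | times = 20 min incubation at room temperature | measured by = resorufin fluorescence (Ex 544/Em 590 nm) from resazurin via diaphorase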
PMI activator: increases human mannose-6-phosphate isomerase activity | P34949 | purified human PMI, coupled resazurin fluorescence, 20 min; active compounds read high; 1 = vehicle control, 0 substrate-free wells | activation factor at 20 µM | hit rate 0.005% among 190,000;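 active = activation factor of 2 or more at 20 µM, relative to plate controls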
Diaph act CS: diaphorase activation or chemical reduction counter-screen. Diaphorase/resazurin coupled assay, resorufin fluorescence, 16 min; active compounds read high; 1 = vehicle wells, 0 = NADH-free wells. activation factor at 20 µM. hit rate 0.005% among 190,000;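 active = diaphorase activity raised at least twofold by the compound at 20 µM; inactive = activation factor below 2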
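Material: Purified diaphorase enzyme from Clostridium kluyveri | Buffer or medium: 50 mM HEPES pH 7.4 with 4.542 mM MgCl2, 0.005% Tween 20 | Times: 16 min enzyme reaction, ambient temperature | Signal: Red resorufin fluorescence at 544/590 nm excitation/emission | Measure: Increased resorufin signal from activators or reducing compounds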
TNAP inh noacc: blocks human TNAP activity with no phosphate acceptor present. purified TNAP, CDP-star luminescence, 30 min. inhibition, % at 20 µM. hit rate 0.26% among 200,000;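 active = tissue-nonspecific alkaline phosphatase inhibition above about 50% at 20 µM in the single-dose screen, limit read from the data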;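 note: 0% = DMSO negative control and 100% = EDTA positive control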
Target sequence (P05186 whole entry, looked up): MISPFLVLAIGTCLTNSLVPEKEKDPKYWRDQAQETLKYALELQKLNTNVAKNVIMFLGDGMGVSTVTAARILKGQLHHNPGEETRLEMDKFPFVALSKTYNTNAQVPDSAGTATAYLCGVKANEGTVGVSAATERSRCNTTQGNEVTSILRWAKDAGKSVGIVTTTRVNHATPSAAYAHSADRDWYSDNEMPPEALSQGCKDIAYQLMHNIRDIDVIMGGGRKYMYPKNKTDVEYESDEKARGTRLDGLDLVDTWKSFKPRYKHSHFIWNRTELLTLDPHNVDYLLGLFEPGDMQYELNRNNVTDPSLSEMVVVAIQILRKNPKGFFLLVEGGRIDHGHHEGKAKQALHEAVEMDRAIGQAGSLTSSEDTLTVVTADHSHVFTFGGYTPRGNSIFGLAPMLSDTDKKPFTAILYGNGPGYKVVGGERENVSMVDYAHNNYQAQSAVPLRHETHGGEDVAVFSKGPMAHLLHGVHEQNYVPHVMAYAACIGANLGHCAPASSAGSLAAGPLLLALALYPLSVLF
bIAP inhibitor: blocks bovine intestinal alkaline phosphatase activity; inhibition, % at 20 µM; purified bovine IAP, CDP-star luminescence, 30 min; 190,000 tested, under 10 active; AID 1019;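 active = over 50% inhibition of intestinal alkaline phosphatase at 20 µM in the single-dose screen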
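test system = bovine IAP enzyme | medium = DEA buffer 100 mM, pH 9.8, with MgCl2 1.0 mM, ZnCl2 0.02 mM | detection = luminescence | dosing = single compound dose of 20 µM, 2% DMSO final | incubation = 30 min reaction at room temperature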
TNAP inh hiacc: blocks human TNAP under high phosphate acceptor concentration. P05186. purified TNAP, CDP-star luminescence, 1 M DEA. inhibition, % at 20 µM. hit rate 0.03% among 200,000;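 active = over 50% inhibition of tissue-nonspecific alkaline phosphatase at 20 µM in the single-dose screen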;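 note: plate controls were DMSO wells for no effect and EDTA-quenched wells as full inhibition for full effect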
TNAP act hi DEA: TNAP (human) activation, high acceptor | purified TNAP, CDP-star luminescence, 1 M DEA, 30 min; active compounds read high; 0 = EDTA background, 1 = DMSO-only activity | P05186 | 200,000 tested, under 10 active | activation factor at 20 µM | AID 1136;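 active = activation factor at least 2 at 20 µM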
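Dosing: 20 µM single point. System: human TNAP. Amount: TNAP 1/800 final. Incubation: 30 min, room temperature. Read-out: TNAP activation factor scaled between EDTA and DMSO control wells. Signal: luminescence from CDP-star hydrolysis. Medium: 1 M DEA, pH 9.8, Mg2+, Zn2+. Control set: EDTA negative control, DMSO positive control.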
L major viab: inhibitors of Leishmania major promastigote growth; Leishmania major promastigotes, resazurin fluorescence viability; inhibition, % at 10 µM; hit rate 9% among 200,000; in the data active = inhibition above about 50%;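 note: promastigotes grown with compound for 44 hours at 28 °C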
Diaphorase inh: diaphorase inhibition or chemical oxidation counter-screen | hit rate 0.69% among 190,000 | inhibition, % at 20 µM | diaphorase resazurin-to-resorufin fluorescence, NADH, 16 min; bacterial (C. kluyveri) enzyme, not human | AID 1217;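 active = primary screen inhibition at 20 µM above a set limit, cut at about 50% in these data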;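 note: plate controls were DMSO with full reaction for no effect and wells lacking NADH for full effect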
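Test system: bacterial diaphorase enzyme (C. kluyveri); Quantity: 0.14 U/mL diaphorase, enzyme working solution; Times: reaction incubation of 16 min at room temperature; Measured by: fluorescence of resorufin formed from resazurin, Ex 544/Em 590 nm; Benchmarks: positive control minus NADH, DMSO neutral control.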
Numbers without * were called inactive; . = no result given.

SMILES	bIAP act	PMI act satM6P	PMI activator	Diaph act CS	TNAP inh noacc	bIAP inhibitor	TNAP inh hiacc	TNAP act hi DEA	L major viab	Diaphorase inh
CCN(CC)CCN1C2=C(C(=O)CC(C)(C)C2)C(c2cccc(F)c2)C2=C1CC(C)(C)CC2=O	1.1	1.1	1.1	0.9	-22	-13	-6	1.1	22	10
CC(=O)Nc1c(C(=O)c2ccc(F)cc2)oc2ccccc12	0.9	1	1.1	0.9	-12	6	-6	1.1	-8	6
COc1ccc(-n2ncc3c(N4CCN(Cc5ccccc5)CC4)ncnc32)cc1	1.1	0.9	0.9	0.9	-4	-10	-5	1.1	67*	12
Cc1ccc(S(=O)(=O)CCNC(=O)Cc2ccccc2)cc1	1	0.9	0.9	0.9	-10	-4	-8	1.1	-3	8
CC/C(C)=N/NC(=O)c1[nH]c2ccc(C)cc2c1-c1ccccc1	0.9	0.8	0.9	1	6	5	0	1	24	2
O=C(O)c1ccc(N2C(=O)c3[nH]nc(-c4ccccc4)c3C2c2ccccc2)cc1 (centres undefined)	1	1.1	1.1	1	6	2	2	1	-5	4
Cc1cccc(N(C(=O)c2cnc3n(c2=O)CCS3)C2CCCCC2)c1	0.9	0.9	0.9	0.9	-9	9	-2	1	-5	13
O=C(/C=C/c1cccc([N+](=O)[O-])c1)OCC(=O)c1ccccc1	0.9	0.9	1	0.8	-12	7	-9	1.1	-3	18
O=C1CCCC2=C1C(c1ccsc1)CC(=O)N2c1ccccc1F (centres undefined)	1	1	1.1	0.9	-13	0	-3	1	-5	11
COc1cc2c(cc1OC)CN(CC(=O)NC(=O)NCc1ccco1)CC2	1	1.1	0.9	0.9	-7	1	-1	1	5	9
O=S(=O)(c1ccccc1)N1CCCC1c1nc2ccccc2s1 (centres undefined)	0.9	1	1	0.9	-13	6	-6	1.1	2	7
COc1ccc(OCc2nnc3n2N=C(c2ccc(Br)cc2)CS3)cc1	0.8	0.9	0.9	0.8	-7	16	2	1	0	25
Cc1cc(N2CCN(C(=O)c3ccco3)CC2)n2ncc(-c3ccccc3)c2n1	1	0.9	1	0.7	-13	3	-10	1.1	16	25
CCOC(=O)/C(C#N)=C\c1c(C)cc(C)c(COC(C)=O)c1C	0.9	1	1	0.9	-12	11	-6	1.1	-3	12
COc1ccc(C(CNC(=O)COc2ccccc2OC)N(C)C)cc1OC (centres undefined)	1	1	1	0.9	-8	0	-5	1	-1	9
CCCCC(=O)NC(=S)NNS(=O)(=O)c1ccccc1	0.2	1.1	1	0.9	-88	.	-4	1	4	6
Cc1cc([N+](=O)[O-])ccc1NCc1ccccc1[N+](=O)[O-]	1	0.8	0.9	0.8	-4	-4	2	1	-2	16
N#Cc1ccc(C(=O)Nc2ccc([N+](=O)[O-])cc2)c(F)c1	1	0.9	0.9	0.9	-6	3	-7	1.1	-6	8
COc1ccccc1NS(=O)(=O)c1ccc(O)c(C(=O)OCC(=O)N2c3ccccc3CC2C)c1 (centres undefined)	1.1	1	1	0.9	1	-14	5	0.9	-2	15
Cc1ccc(-n2c(O)c(C=NC3CCS(=O)(=O)C3)c3ccccc3c2=O)cc1 (centres undefined)	1	0.9	0.9	0.9	-5	-4	-1	1	-4	14
CCOC(=O)Cc1csc(NC(=O)CSc2nnnn2-c2ccc(CC)cc2)n1	0.8	1	1	0.8	-10	21	-4	1	-6	24
Cc1noc(C)c1S(=O)(=O)Nc1ccc(C(=O)O)cc1	1	1	1	0.9	-9	4	-2	1	11	13
Cc1n[nH]c(C)c1Sc1ccccc1N	1.1	0.9	0.9	1	-1	-8	-4	1	-5	1
O=C1c2ccccc2C(=O)N1CCc1nc(-c2ccc(Cl)cc2)no1	1	0.9	0.9	0.9	2	1	-6	1.1	-4	11
O=C(OCc1ccc(Cl)cc1Cl)c1cccnc1Cl	1	1	1	1	1	0	5	0.9	-4	3
COc1ccc(NS(=O)(=O)c2cc(NC(=O)/C=C/c3cc(OC)c(OC)c(OC)c3)ccc2N2CCCCC2)cc1	1	1.1	1.2	0.8	-4	3	1	1	62*	17
CCOC(=O)c1ccccc1C(=O)N1CCOCCOCCOCC1	1	0.9	0.9	0.8	0	2	-1	1	50	17
CCC1CCCCN1CCCn1c(=S)[nH]c2ccccc2c1=O (centres undefined)	0.7	0.8	0.8	0.7	-2	32	0	1	97*	25
CN(CCc1ccccn1)S(=O)(=O)c1ccccc1F	0.9	1.1	1.1	0.8	-20	7	-7	1.1	-5	16
CCC(Oc1ccccc1)C(=O)NC1CCSC1=O (centres undefined)	0.9	.	.	.	-11	14	0	1	-5	.
O=C1CC(C(=O)Nc2ccc(F)cc2)n2cnnc2N1 (centres undefined)	1.1	1	1	0.9	-18	-7	-1	1	0	7
CCOC(=O)N1CCN(C(=O)c2cc(OC)cc(OC)c2)CC1	1	0.9	0.9	0.9	-6	-1	-3	1	0	7
CC(C)(CO)NCC(O)Cn1cc(C=O)c2ccccc21 (centres undefined)	1.1	1	1	0.9	-5	-11	-3	1	23	6
O=C(CSc1nc2nc3c(cc2c(=O)n1-c1ccccc1)CCCC3)Nc1cccc2ccccc12	0.8	0.9	0.9	0.9	0	16	0	1	29	15
C=C(C)CNC(=S)Nc1cccc2cnccc12	1.1	0.9	0.9	0.9	-7	-10	1	1	-4	8
CN(C)S(=O)(=O)c1ccc(C(=O)Nc2nc(-c3cc4ccccc4o3)cs2)cc1	0.9	0.9	0.9	0.9	-8	14	-7	1.1	0	7
CC1(C)CC(=O)c2c(nc(SCC(=O)Nc3nsc(-c4ccccc4)n3)c(C#N)c2-c2ccccc2)C1	1.1	1	1	0.9	-8	-8	0	1	69*	6
O=[N+]([O-])c1ccccc1Oc1ccccc1Cl	0.6	0.9	0.8	1	-14	41	-3	1	3	0
O=C(O)CN1C(=O)SC(Nc2ccc(C(=O)O)cc2)C1=O (centres undefined)	0.9	1	1.1	0.9	-18	12	3	1	-8	5
COCC(COCCCNC(=O)Nc1ccc(Br)cc1)OC (centres undefined)	1	1	1	1	-10	-3	-7	1.1	3	3
O=C(COC(=O)CCc1ccc(S(=O)(=O)N2CCOCC2)cc1)Nc1ncc(C(F)(F)F)cc1Cl	0.9	0.8	0.9	0.8	-7	8	0	1	-3	20
O=C(O)Cc1coc2cc3c(cc12)CCC3	1	1	1	1	-6	-2	-5	1	0	3
CC1CCCCN1S(=O)(=O)c1ccc(NC(=O)CSc2nnnn2C)cc1 (centres undefined)	0.9	1	1	0.8	-15	7	-8	1.1	-7	16
Cc1cc(=O)oc(C)c1C(=O)NCCN1CCOCC1	1	0.9	1	0.8	-8	-1	-4	1	-4	20
CCCCNC(=O)CC1S/C(=N/N=C/c2ccc(OC)cc2)NC1=O (centres undefined)	1	1.1	1.1	1	-10	1	-8	1.1	-10	0
Cc1nnc(SCC(=O)NCc2ccccc2)[nH]c1=O	0.9	1.1	1	1	-1	10	-1	1	-7	4
COc1cccc(N(CC(=O)O)S(=O)(=O)c2ccccc2)c1	1	1.1	1	1.1	-6	1	-2	1	-9	-6
COc1ccc(-c2nnn(Cc3nn[nH]n3)n2)cc1OC	1	1	0.9	0.8	-17	1	-4	1	-9	17
O=C1NN=C(CSc2n[nH]c(=S)s2)CS1	1	2.1*	0.9	0.7	-2	-3	-1	1	-6	31
S=c1[nH]nc(C2CCCCC2)n1/N=C/C(Cl)=C\c1ccccc1	1.1	0.8	0.8	0.7	34	-5	9	0.9	13	25
C/C(=C/Cc1c(O)cc2oc(C)cc(=O)c2c1O)COC1OC(CO)C(O)C(O)C1O (centres undefined)	0.9	0.9	0.9	0.8	-8	14	-3	1	-3	16
Cc1cc(C)c(C)c(S(=O)(=O)N[C@@H](C)C(=O)OCC(N)=O)c1C	1	1	1	0.9	-8	-4	-1	1	-6	13
O=C(CSc1nc(O)cc(=O)[nH]1)C1CC1	1.2	1	1	0.9	-13	-25	-2	1	-6	7
COc1ccccc1NC(=O)[C@H](COCc1ccccc1)NC(=O)OC(C)(C)C	1	1	0.9	0.9	-9	0	-1	1	3	10
CCN(CC)S(=O)(=O)c1ccc(OC)c(NC(=O)Cn2cnc3c2c(=O)n(C)c(=O)n3C)c1	1	1.1	1	1	-13	0	-9	1.1	3	4
Cc1cc(Br)ccc1OCC(=O)NNC(=O)C(=O)Nc1ccccc1	1.1	1	1	1.2	-83	-8	-8	1.1	-3	-16

Entries from the list above containing bromine (three):
SMILES	bIAP act	PMI act satM6P	PMI activator	Diaph act CS	TNAP inh noacc	bIAP inhibitor	TNAP inh hiacc	TNAP act hi DEA	L major viab	Diaphorase inh
COc1ccc(OCc2nnc3n2N=C(c2ccc(Br)cc2)CS3)cc1	0.8	0.9	0.9	0.8	-7	16	2	1	0	25
COCC(COCCCNC(=O)Nc1ccc(Br)cc1)OC (centres undefined)	1	1	1	1	-10	-3	-7	1.1	3	3
Cc1cc(Br)ccc1OCC(=O)NNC(=O)C(=O)Nc1ccccc1	1.1	1	1	1.2	-83	-8	-8	1.1	-3	-16

Ordered by heavy-atom count (rising): some entries from above.
SMILES	bIAP act	PMI act satM6P	PMI activator	Diaph act CS	TNAP inh noacc	bIAP inhibitor	TNAP inh hiacc	TNAP act hi DEA	L major viab	Diaphorase inh
O=C1NN=C(CSc2n[nH]c(=S)s2)CS1	1	2.1*	0.9	0.7	-2	-3	-1	1	-6	31
Cc1ccc(S(=O)(=O)CCNC(=O)Cc2ccccc2)cc1	1	0.9	0.9	0.9	-10	-4	-8	1.1	-3	8
O=S(=O)(c1ccccc1)N1CCCC1c1nc2ccccc2s1 (centres undefined)	0.9	1	1	0.9	-13	6	-6	1.1	2	7
O=C(CSc1nc2nc3c(cc2c(=O)n1-c1ccccc1)CCCC3)Nc1cccc2ccccc12	0.8	0.9	0.9	0.9	0	16	0	1	29	15
CC1(C)CC(=O)c2c(nc(SCC(=O)Nc3nsc(-c4ccccc4)n3)c(C#N)c2-c2ccccc2)C1	1.1	1	1	0.9	-8	-8	0	1	69*	6
